Assay outcomes from PubChem BioAssay.
ELG1 DNA repair – qHTS screen for small molecules that inhibit ELG1-dependent DNA repair in human embryonic kidney (HEK293T) cells expressing luciferase-tagged ELG1; HEK293T ELG1-luciferase reporter, luminescence, 16 h; DNA damage induced by 5-fluorouridine; Potency, µM (top dose mostly 46.1 µM), for the others: at the highest dose activity change, negative = inhibition, hits mostly inhibitors; 330,000 tested, 2.3% active; also: potency is read from the fitted curve at half-maximal effect; % is scaled to controls: 0 for no effect and ±100 for the full control effect; nearly all actives have a fitted effect of over 55% in size
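In this reporter screen, reduction of luminescence relative to DMSO vehicle indicated activity. Compounds and 5-fluorouridine were added together to 2,000 cells per well, incubated for 16 hr at 37 °C, then developed with ONE-Glo.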
BCR signal inh – qHTS Assay to Find Inhibitors of Chronic Active B-Cell Receptor Signaling. 340,000 tested, 0.05% active. Potency, µM (doses to about 46.1 µM), without a hit: top-dose ratio change, negative = lower green/red ratio, most hits filed as inhibitors. ABC-DLBCL IkBa-CBG/CBR reporter, luminescence ratio, 4 h; active = well fitted inhibition curve with a large enough effect in the signal ratio, with a control signal flat, not every such curve was filed as active; inconclusive = small, poorly fitted or top-dose-only effect, or effect the other way, or a change in a side signal; the % refers to the signal ratio;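 also: potency is read from the fitted curve at half-maximal effect; plate controls were basal doxycycline-induced cells for no effect and cells given 10 µM MG132 for full effect; MG132 reads +100%, hits lower the ratio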
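Doxycycline induced both beetle luciferases in TMD8 lymphoma cells; IKK-driven degradation limits the IkappaBalpha-fused green signal, while red luminescence normalises for cell number and nonspecific effects. Compounds tested up to 46 uM, 4 hrs.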
Tb PFK inh – qHTS Assay to Find Inhibitors of T. brucei phosphofructokinase | ATP-dependent 6-phosphofructokinase (Trypanosoma brucei brucei), O15648 | T. brucei PFK, ADP-Glo luminescence | 330,000 tested, 0.17% active | AID 485367, 2010 | Potency, µM (top dose mostly 57.5 µM), for the others: at the top dose activity, negative = inhibition, actives largely listed as inhibitors;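 also: potency is read from the fitted curve at half-maximal effect; 0% = uninhibited 1x PFK enzyme wells and -100% = no-enzyme wells; nearly all actives have a fitted effect of over 60% in size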
Target sequence (O15648 whole entry, looked up): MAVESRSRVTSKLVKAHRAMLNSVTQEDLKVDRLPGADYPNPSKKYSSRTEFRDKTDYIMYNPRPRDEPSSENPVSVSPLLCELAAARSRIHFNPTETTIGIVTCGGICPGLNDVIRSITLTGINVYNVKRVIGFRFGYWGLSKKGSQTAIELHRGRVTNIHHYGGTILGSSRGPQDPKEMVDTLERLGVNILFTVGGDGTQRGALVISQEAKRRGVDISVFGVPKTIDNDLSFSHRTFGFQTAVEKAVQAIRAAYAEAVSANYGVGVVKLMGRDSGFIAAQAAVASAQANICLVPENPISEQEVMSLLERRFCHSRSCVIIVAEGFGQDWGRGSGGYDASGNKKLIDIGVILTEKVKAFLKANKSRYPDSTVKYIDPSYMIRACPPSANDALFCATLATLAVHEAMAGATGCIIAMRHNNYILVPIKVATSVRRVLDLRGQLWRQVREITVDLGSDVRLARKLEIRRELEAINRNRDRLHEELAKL
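PFK 1.25 nM, F6P 0.5 mM, ATP 0.1 mM, 0.1 M TEA pH 8.0, 5 mM MgCl2, 0.01% Tween20, 0.1% BSA; 45 min RT. ADP-Glo readout. qHTS titration up to 57 uM; curves fitted, compounds curve-classed.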
USP2a block – qHTS Assay for Inhibitors of Ubiquitin-specific Protease USP2a Using CHOP2 as the Reporter; AID 463254, 2010; USP2 core, Ub-CHOP2 coupled fluorogenic reporter, 485/531; 330,000 tested, 0.01% active; Ubiquitin carboxyl-terminal hydrolase 2 (Homo sapiens), O75604; Potency, µM (series often up to 38.3 µM), for inactives: at the top dose activity change, negative = inhibition, usual class: inhibitors;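 also: potency is read from the fitted curve at half-maximal effect; plate controls were DMSO wells for no effect and full inhibition by NEM control for full effect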
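USP2 core (10nM final) preincubated 30min RT with compound in 20mM Tris-HCl pH 8.0, 2mM CaCl2, 2mM beta-mercaptoethanol, 0.05% CHAPS; 25nM Ub-CHOP2 plus 25nM reporter substrate added, fluorescence (Ex485/Em531) read after 60min.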
B2AR arrestin – qHTS assay of beta-arrestin-biased ligands of beta2-adrenergic receptor | 330,000 tested, 0.02% active | beta-arrestin recruitment to beta2AR, cell-based reporter | AID 492947, 2010 | Potency, µM (highest dose often 46.1 µM), inactives show at the highest dose activation, most hits filed as activators;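 also: potency is read from the fitted curve at half-maximal effect; 0% = DMSO controls and full agonism = EC100 isoproterenol or metaproterenol; nearly all actives have a fitted effect of over 65% in size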
Target sequence (P07550 whole entry, looked up): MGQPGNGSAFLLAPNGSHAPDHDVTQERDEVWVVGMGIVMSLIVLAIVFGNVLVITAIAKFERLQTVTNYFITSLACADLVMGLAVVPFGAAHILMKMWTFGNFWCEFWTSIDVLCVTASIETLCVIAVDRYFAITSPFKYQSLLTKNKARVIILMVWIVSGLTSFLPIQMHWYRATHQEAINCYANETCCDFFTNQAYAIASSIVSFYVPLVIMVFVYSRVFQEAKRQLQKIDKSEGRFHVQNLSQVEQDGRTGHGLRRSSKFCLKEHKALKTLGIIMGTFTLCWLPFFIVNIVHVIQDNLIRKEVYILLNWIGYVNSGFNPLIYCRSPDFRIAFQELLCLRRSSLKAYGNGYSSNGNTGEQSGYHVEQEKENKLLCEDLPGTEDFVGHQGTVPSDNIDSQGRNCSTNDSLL
TCR activator – Activators of T cell receptors: qHTS campaign; primary human leukocytes, anti-CD3, IL-2 HTRF, 48 h; Potency, µM (series often up to 9.22 µM), for inactives: at the top dose activation of IL-2 secretion, usual class: activators; 330,000 tested, under 10 active; AID 504894, 2011; also: % of control where 0% means no effect
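Using a-CD3 beads without co-stimulation, primary human leukocytes were exposed to compounds for 48 hr. An HTRF IL-2 kit measured the cytokine, with europium-to-d2 energy transfer producing emission at 665nm upon 320nm excitation.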
Eya2 inh – qHTS Assay for Inhibitors of the Phosphatase Activity of Eya2. Protein phosphatase EYA2 (Homo sapiens), O00167. recombinant Eya2, OMFP fluorescence dephosphorylation (OMFP is methylfluorescein phosphate). Potency, µM (top dose mostly 76.9 µM), inactives show top-dose activity, negative = inhibition, hits mostly inhibitors. 330,000 tested, 0.006% active. AID 488837, 2010; also: potency is read from the fitted curve at half-maximal effect; % is scaled to controls: 0 for no effect and ±100 for the full control effect
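Eya2 (0.2 uM) preincubated 10 min at ambient with compound, then OMFP substrate added at 50 uM; 10 min reaction in 50 mM HEPES pH 7.5, 50 mM NaCl, 5 uM MgCl2, 0.05% BSA, 1 mM DTT. Fluorescence read at Ex 485/Em 525 nm.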
Mito fusion yeast – qHTS Assay for Small Molecule Inhibitors of Mitochondrial Division or Activators of Mitochondrial Fusion; S. cerevisiae fusion-defective mutant growth rescue, CellTiterGlo 48 h; AID 485298, 2010; Potency, µM (titrated, usually from 46.1 µM), inactives show top-dose growth rescue (activation), usual class: activators; 320,000 tested, 0.23% active;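 also: potency is read from the fitted curve at half-maximal effect; % of control where 0% means no effect; nearly all actives have a fitted effect of over 45% in size; temperature-sensitive fusion mutants such as fzo1-1 at 37 °C on non-fermentable ethanol glycerol medium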
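Temperature-sensitive fusion-defective S. cerevisiae (e.g. fzo1-1, mgm1-5) were grown with compound in YPEG medium (3% ethanol, 3% glycerol) for 48 hours at 37C. Growth rescue was measured as viability by CellTiterGlo luminescence after 10 minutes at ambient.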
TSHR antagonist – Antagonists of the Thyroid Stimulating Hormone Receptor: HTS campaign; TSHR-expressing cells, TSH-stimulated cAMP HTRF, 2 h; active compounds read low; 330,000 tested, 0.2% active; activity change, negative = inhibition, % at 11.5 µM; AID 504810, 2011;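 active = activity change below a set negative limit, meaning inhibition stronger than a set level, cut at about -70% in these data; inconclusive = activity change between two set negative limits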; also: % is scaled to controls: 0 for no effect and ±100 for the full control effect
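Competitive HTRF cAMP read-out (cryptate anti-cAMP antibody, cAMP-d2; 30 min, room temperature) in freshly harvested TSHR cells. Compounds added before TSH at EC80 (4nM final), followed by 2 hours' incubation at 37 deg C.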
uPA generation – qHTS for Inhibitors of Cell Surface uPA Generation | cell surface uPA generation assay, qHTS | Potency, µM (series often up to 38.3 µM), without a hit: top-dose activity change, negative = inhibition, hits mostly inhibitors | 330,000 tested, 0.31% active; active = well fitted inhibition curve with a large enough effect; inconclusive = small, poorly fitted or top-dose-only effect; inactive = no such curve, though single readings can be large or run the other way; tested in mouse RAW 264.7 cells; also: potency is read from the fitted curve at half-maximal effect; % is scaled to controls: 0 for no effect and ±100 for the full control effect; nearly all actives have a fitted effect of over 55% in size
TSG101-PTAP inh – qHTS Assay for Iinhibitors of HIV-1 Budding by Blocking the Interaction of PTAP/TSG101; Potency, µM (series often up to 115 µM), inactives show at the highest dose activity change, negative = inhibition, hits mostly inhibitors; Tumor susceptibility gene 101 protein (Homo sapiens), Q99816; 340,000 tested, under 10 active; Fluorescence polarization, FITC-PTAP peptide / Tsg101 binding; AID 493005, 2010; active = well fitted inhibition curve with a large enough effect in the main read-out, with a control signal flat, not every such curve was filed as active; inconclusive = small, poorly fitted or top-dose-only effect, or effect the other way, or a change in a side signal; inactive = no such curve, though single readings can be large or run the other way; also: potency is read from the fitted curve at half-maximal effect; % of control where 0% means no effect
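Compounds were pin-transferred onto Tsg101 binding domain (10 uM final) in HEPES pH 7.5 buffer, then FITC-PTAP peptide was added at 50 nM final. After 20 min at RT, polarization reported peptide displacement across a qHTS concentration series.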
The depositor's hits bear a star; ? = inconclusive; nt = no result given; [ ] = remark or other dose. Unless noted, calls follow the shape of the dose curve; as a rule, active = well fitted curve in the direction sought with a large enough effect; inconclusive = small, poorly fitted or top-dose-only effect, or another doubt; inactive = no such curve, though single readings can be large; an effect the other way counts as inactive or inconclusive.

SMILES | ELG1 DNA repair | BCR signal inh | Tb PFK inh | USP2a block | B2AR arrestin | TCR activator | Eya2 inh | Mito fusion yeast | TSHR antagonist | uPA generation | TSG101-PTAP inh
O=C(COc1ccc(Cl)cc1Cl)c1ccc[nH]1 | ? | ? | -3.4% | -0.3% | 1.1% | -0.5% | 6.6% | -3.8% | -7.5 | -9.4% | -4.9%
Cc1ccc(SCCC(=O)NCc2ccncc2)cc1 | -5.4% | 1.3% | -0.4% | 1.4% | -0.1% | -21.9% | 3.0% | -1.2% | 7.0 | -8.4% | -1.2%
Cc1cccc(-c2nc(C#N)c(NCc3ccco3)o2)c1 | ? | 10.8% | 0.6% | 0.2% | 0.4% | -1.2% | 9.9% | ? | -4.0 | 5.2% | 1.0%
Cc1cccc(OCC(=O)NNC(=O)Nc2cccc(Cl)c2)c1C | 26.5% | 6.5% | -7.6% | -1.8% | 0.1% | 2.1% | -8.1% | -9.3% | -2.7 | -3.4% | -10.0%
COc1cc(NC(=O)c2ccc([N+](=O)[O-])cc2)ccc1NC(=O)C(C)C | ? | ? | -3.5% | 2.0% | -0.6% | 5.2% | -5.6% | 3.4% | -1.1 | -0.2% | -4.1%
CC12CN3CC(C)(CN(C1)C3c1ccc(Cl)cc1Cl)C2=O (stereo unspecified) | 4.1% | -0.6% | -0.5% | 2.3% | -0.3% | 0.6% | 4.5% | -0.8% | 5.6 | 6.6% | -1.6%
O=C(Oc1ccccc1C(=O)N1CCOCC1)c1ccc(Br)cc1 | 5.2% | 3.0% | 1.9% | 1.5% | 0.1% | -4.5% | 0.7% | 1.6% | -2.5 | nt | -5.2%
COc1ccc(C(=O)CSc2nc(N)nc(SC)c2C#N)cc1 | ? | ? | 6.2% | 3.9% | -0.6% | 6.9% | 18.3% | 1.9% | 2.6 | 1.2% | -2.2%
COC(=O)C1CCN(S(=O)(=O)c2ccc(NC(C)=O)cc2)CC1 | -9.3% | -12.7% | -4.6% | 0.2% | -0.2% | 3.8% | -17.5% | 1.8% | 1.0 | 0.5% | -7.9%
CC(C)C[C@H](NS(=O)(=O)c1ccc(Br)cc1)C(=O)O | 0.4% | 9.9% | 0.6% | 3.8% | -0.1% | -3.4% | 21.0% | 0.0% | -2.8 | nt | -1.6%
O=C(OCCN1CCCCC1)c1ccccc1Br | 8.5% | ? | 0.3% | 8.6% | 0.0% | 2.8% | -29.2% | 9.4% | 16.6 | -20.2% | 0.5%
Cn1nc(C(=O)NCCCN2CCCCC2)c2c1-c1ccccc1S(=O)(=O)C2 | 2.3% | -0.8% | 0.4% | 1.3% | 0.1% | -7.0% | 2.3% | -2.1% | -7.5 | 0.0% | 4.2%
CN1CCN(CCNC(=O)c2cn(Cc3ccccc3F)nn2)CC1 | -1.9% | 5.3% | 2.2% | 3.1% | 0.3% | 10.1% | 3.0% | -1.1% | -8.6 | 3.3% | -2.1%
CCc1nc2sc3c(c2c(=O)o1)CCCC3 | ? | ? | -0.4% | -1.7% | -0.2% | -4.8% | 17.5% | 12.0% | -6.3 | 2.0% | -7.5%
O=C(O)/C(=C/c1ccco1)NC(=O)c1ccc(Br)o1 | 0.6% | 0.9% | 2.8% | -0.2% | 7.7% | 5.6% | 21.9% | 1.9% | -3.8 | 3.6% | -3.6%
Cc1nnc(SCC(=O)Nc2ccc(Cl)cn2)[nH]c1=O | 6.5% | ? | -0.5% | -5.3% | -0.5% | -0.9%[46.1 µM] | -14.2% | -0.6% | -0.2 | -3.6% | -5.9%
CCN(CC)c1ccc(/C=N/NC(=O)C2CC2)cc1 | ? | -0.6% | 0.7% | 4.3% | -0.1% | 0.4% | -1.6% | 1.2% | -23.3 | ? | -6.4%
COc1ccc(C2/C(=C(/O)c3ccc(C)cc3)C(=O)C(=O)N2C)cc1 (stereo unspecified) | 16.2% | 3.9% | -0.6% | -0.2% | 0.0% | -6.2% | -20.6% | -5.4% | -5.2 | 7.2% | -3.5%
CCc1noc(C)c1C(=O)OC(C)C(=O)Nc1ccccc1OC (stereo unspecified) | 5.3% | 2.2% | 0.4% | 5.1% | 0.1% | 2.5% | -11.2% | 2.9% | -4.6 | 1.8% | -5.9%
Cc1cc(C)nc(SCc2ccc(C(=O)N/N=C/c3cccnc3)cc2)n1 | -7.3% | ? | -0.1% | 3.5% | 0.2% | nt | -3.4% | 23.2% | 4.0 | nt | nt
Cc1cccc(C(=O)NC2CCN(C(=O)Nc3ccccc3C)CC2)c1 | 8.9% | ? | -14.6% | 0.1% | -0.5% | -8.3% | -2.9% | 4.9% | -1.3 | ? | -7.9%
CC(C)CN1C(=O)c2ccc(C(=O)Nc3c[nH]c(=O)[nH]c3=O)cc2C1=O | 9.0% | ? | 0.5% | -4.2% | -0.1% | 1.0% | 3.9% | 2.2% | -2.4 | 4.7% | -1.2%
COc1ccc(NC(=O)COC(=O)c2ccc([N+](=O)[O-])o2)cc1Cl | ? | ? | 4.9% | -3.4% | 0.1% | -26.4% | -2.3% | 4.2% | 1.4 | -3.5% | -1.3%
CN(Cc1ccco1)C(=O)CN1C(=O)NC2(CCCCC2)C1=O | 17.4% | -1.2% | -25.4% | 1.6% | -0.1% | 13.1% | -4.3% | -1.2% | 6.8 | 8.8% | -1.6%
COc1ccc(NC(=O)COc2ccc3c(C)cc(=O)oc3c2)cc1S(=O)(=O)N1CCCCC1 | -23.6% | -6.7% | -1.3% | -1.7% | -0.3% | -2.2% | -20.7% | 1.3% | 4.7 | -6.7% | -6.3%
CCN1C(=O)/C(=c2\sc3nc(=O)c(Cc4ccccc4)nn3c2=O)c2ccccc21 | 2.6% | 0.1% | -7.9% | 4.5% | 5.5% | 4.4% | 5.6% | 1.1% | 1.2 | -2.5% | -2.0%
COc1ccc(NC(=O)COc2cccc3c2CCN(Cc2cccnc2)C3=O)cc1 | -6.2% | ? | 0.3% | 0.3% | -0.3% | 3.6% | 6.8% | -1.2% | -2.8 | -14.3% | nt
CCN(c1ccc(Cl)cc1)S(=O)(=O)c1nnc(NC(=O)C(C)C)s1 | -6.0% | -0.5% | -1.9% | 3.0% | -0.7% | 2.0% | -21.5% | 5.4% | 15.2 | 2.0% | -1.5%
O=S(=O)(NCc1ccccn1)c1ccccn1 | 14.5% | -9.4% | -3.4% | 1.0% | -1.2% | 2.8% | 5.0% | -1.9% | 1.2 | -1.6% | nt
O=C(Nc1cc(Cl)ccc1Oc1ccccc1)c1ccccc1F | ? | ? | 0.0% | -0.3% | -0.4% | 3.4%[46.1 µM] | 6.3% | -5.1% | 29.2 | -3.5% | -1.9%
CCOc1cc(CNCCc2ccccc2)ccc1OCC(=O)NC(C)(C)C | 11.2% | 3.9% | 0.6% | 5.0% | 4.5% | 13.5%[46.1 µM] | -2.4% | -5.9% | 13.6 | -1.4% | -8.2%
O=C(O)COCC(=O)Nc1ccccc1-c1ccccc1 | -1.3% | 0.0% | 0.2% | 4.2% | 0.1% | 0.0% | 0.0% | 0.6% | 10.8 | 3.8% | -5.5%
COc1ccc(S(N)(=O)=O)cc1C(=O)NNC(=O)C1COc2ccccc2O1 (stereo unspecified) | 2.1% | 3.4% | -4.6% | 0.8% | -0.7% | 1.3%[46.1 µM] | -8.2% | nt | -5.9 | 2.9% | -2.7%
